PMK inhibit = S. pneumoniae PMK inhibitors, primary screen, biochemical, mevalonate pathway, pilot trial included; phosphomevalonate kinase (Streptococcus pneumoniae D39); purified PMK, PK/LDH-coupled NADH absorbance 340 nm; inhibition, % at 10 µM; actives 0.49% (n = 65,000); AID 539, 2006;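 active = top-ranked compounds by inhibition in the single 10 µM screen, taking a fixed number of the strongest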;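 also: 0% = full reaction with DMSO carrier and 100% = background rate without enzyme reaction; no value below 0 was filed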
Spn DPM-DC inh = S. pneumoniae DPM-DC inhibitors, primary screen, biochemical, PK/LDH-coupled NADH fluorescence; purified DPM-DC; calls only at 10 µM; actives 0.49% (n = 65,000); AID 556, 2006;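 active = the 320 compounds with the highest percent inhibition in the single-dose primary screen, excluding strongly autofluorescent ones, cut at about 32% in these data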;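 also: kinetic rate of NADH fluorescence loss reporting ADP formed by the decarboxylase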
KRASV12 cytotoxicity = cytotoxicity in KRAS-transformed pancreatic duct cells, primary screen, cell-based, fluorescence, HTS (AID 431). actives 1.7% (n = 63,000). cytotoxicity, % at 10 µM, or EC50 in µM where a hit was titrated. HPDE-C7K KRASV12 cells, Alamar Blue viability, 48 h; higher % means a stronger effect;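 active = compounds whose percent cytotoxicity in the single-dose primary screen, scaled between solvent and toxic-drug controls, exceeds 50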;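 also: 0% = DMSO solvent wells and 100% = doxorubicin-treated wells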
Bfl-1 displacement = Bfl-1 inhibitors, primary screen, biochemical, fluorescence polarization, FITC-Bid, mouse (AID 432) | Bcl-2-related protein A1 (Mus musculus) | FITC-Bid BH3 peptide fluorescence polarization displacement; higher % means a stronger effect | displacement, % at 20 µM; hits with a dose series show IC50 in µM | actives 0.02% (n = 64,000); in the data active = a potency from the dose series; inactive = the rest, 99 in 100 with displacement below about 15%; also: strong numbers were not always called active
HPDE-C7 cytotoxicity = cytotoxicity in HPDE-C7 cells, cell-based, fluorescence, HTS (AID 430) | one-dose cytotoxicity, % at 10 µM; EC50 in µM for titrated hits | actives 1.8% (n = 63,000) | HPDE-C7 pancreatic duct cells viability, fluorescence; higher % means a stronger effect;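 also: cells exposed to compound for 48 hours before viability readout; 0% = vehicle and 100% = reference cytotoxic drug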
LYP inhibition = LYP phosphatase inhibitors, primary screen, biochemical, DiFMUP fluorescence, recombinant catalytic domain, 10 µM (AID 606); recombinant LYP catalytic domain, DiFMUP fluorescence; higher % means a stronger effect; inhibition, % at 10 µM; hits with a dose series show IC50 in µM; 52,000 tested, under 10 active;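 active = IC50 under 40 µM in the dose-response test; inactive = IC50 of 40 µM or more, or never dose-tested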
Alkaline phosphatase = human TNAP enzyme inhibitors, biochemical, luminescent (AID 518) | inhibition, % at 20 µM; hits with a dose series show IC50 in µM | actives 0.09% (n = 64,000) | Alkaline phosphatase, tissue-nonspecific isozyme (Homo sapiens) | purified TNAP enzyme, luminescent substrate readout; higher % means a stronger effect; in the data active = a potency from the dose series; inactive = the rest, 99 in 100 with inhibition below about 22%;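 also: plate controls were vehicle for no effect and reference inhibitor for full effect; many of its hits are not listed in these tables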
HT1080 viability = cytotoxicity in HT1080 fibrosarcoma cells, cell-based, fluorescence readout (AID 620); HT1080 viability, fluorescence; higher % means a stronger effect; one-dose cytotoxicity, % at 10 µM; EC50 in µM for titrated hits; actives 0.42% (n = 87,000);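 also: cells exposed to compound overnight then 4 h with Alamar Blue; 0% = vehicle DMSO and 100% = killing control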
MK inhibit = S. pneumoniae MK inhibitors, primary screen, biochemical, PK/LDH-coupled NADH absorbance; actives 0.48% (n = 65,000); purified MK, PK/LDH-coupled NADH absorbance 340 nm; mevalonate kinase [Streptococcus pneumoniae D39]; inhibition, % at 10 µM;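 active = ranked among the strongest by inhibition in the single 10 µM screen, a fixed top-ranked set picked for dose follow-up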; also: no value below 0 was filed
PMK inhibit pilot replicates = further read-out of PMK inhibit, marked with its call; inhibition, %; measured here: pilot screen replicates
MK inhibit pilot replicates = recorded beside MK inhibit, whose call it bears; inhibition, %; measured here: pilot screen replicates
Spn DPM-DC inh pilot screen % = second read-out of Spn DPM-DC inh, no call of its own (marks repeat the call); inhibition, %; measured here: pilot screen trials
* = called active by the depositor; i = inactive; x = not tested or not shown. Rule as the data show it, unless noted: active = cytotoxicity above about 50%; inactive = the rest.

SMILES	PMK inhibit	Spn DPM-DC inh	KRASV12 cytotoxicity	Bfl-1 displacement	HPDE-C7 cytotoxicity	LYP inhibition	Alkaline phosphatase	HT1080 viability	MK inhibit	others
Cc1cc(C)n2c(SCC(=O)N(C)C3CCS(=O)(=O)C3)nnc2n1 (stereo not drawn)	25*	i	-7%	-5%	-12%	-9%	0%	-2%	0
CC1(C)Cc2c(sc3c2C2=NCCN2C=N3)CO1	11	i	-10%	13%	-20%	16%	12%	7%	0	PMK inhibit pilot replicates=0.0;MK inhibit pilot replicates=0.0;Spn DPM-DC inh pilot screen %=3.0
Cc1ccccc1Nc1nc(N)nc(CSCc2c(C)noc2C)n1	12	i	-12%	-5%	-8%	15%	6%	-2%	0	PMK inhibit pilot replicates=0.0;MK inhibit pilot replicates=0.0;Spn DPM-DC inh pilot screen %=0.0
COc1ccc2cc(C3(C)NC(=O)NC3=O)ccc2c1 (stereo not drawn)	11	i	-5%	-3%	-3%	17%	6%	-1%	14
Cc1cc(C(=O)OCC(=O)Nc2ccc(S(=O)(=O)N3CCOCC3)cc2)c(C)o1	9	i	-3%	-4%	8%	x	7%	5%	2
CCOc1cc(S(=O)(=O)NCCc2ccccc2C)c(OCC)cc1-n1cnnn1	0	x	x	-1%	x	15%	12%	8%	0
Clc1ccc(Br)cc1-c1nc(-c2cccnc2)no1	12	i	-19%	3%	-10%	8%	5%	0%	14
CCOC(=O)N1CCC(N2CC34C=CC(O3)C(C(=O)Nc3ccc(C(C)C)cc3)C4C2=O)CC1 (stereo not drawn)	9	i	-4%	10%	-5%	16%	6%	-2%	7
Nc1nc(SCC(=O)N2CCc3ccccc3C2)[nH]c(=O)c1-c1ccccc1	3	i	-19%	-3%	-5%	5%	2%	7%	7
CCC1(C)OC(=O)N2CCc3c(C)[nH]c4c(C)ccc(c34)C21C (stereo not drawn)	0	i	-6%	10%	-5%	12%	4%	2%	0
COC(=O)/C=c1/s/c(=C(/C#N)C(=O)N2CCOCC2)n(-c2ccccc2)c1=O	14	i	14%	2%	-23%	6%	10%	-5%	0	PMK inhibit pilot replicates=0.0;MK inhibit pilot replicates=0.5;Spn DPM-DC inh pilot screen %=2.0
NC(=O)c1sc(=S)n(-c2ccc(Br)cc2)c1N	7	i	5%	-1%	-4%	-6%	8%	1%	0
COc1ccc(C2Nc3ccccc3C(=O)N2Cc2ccco2)cc1COc1ccc(NC(C)=O)cc1 (stereo not drawn)	1	x	1%	-6%	0%	0%	1%	-3%	0
O=C(O)CCSc1nnc(-c2ccncc2)n1-c1ccccc1	0	i	-5%	8%	-15%	0%	8%	-6%	8
CCOC(=O)C(N)CSC1CC(=O)N(c2ccc(C(=O)OC)cc2)C1=O (stereo not drawn)	11	i	-6%	-6%	-10%	2%	4%	-11%	3
CC1(C)C(C#N)=C(N)OC2=C1C(=O)CCC2	0	i	-1%	-4%	-8%	x	4%	-1%	8
O=C(CCS(=O)(=O)c1ccccc1)Nc1nc(-c2ccccn2)cs1	7	i	-11%	5%	0%	6%	2%	4%	1
Cn1c2c(c(=O)n(C)c1=O)C(NC(=O)C(C)(C)C)(C(F)(F)F)C(=O)N2 (stereo not drawn)	8	i	-1%	-2%	2%	4%	8%	2%	6	PMK inhibit pilot replicates=0.0;MK inhibit pilot replicates=0.0;Spn DPM-DC inh pilot screen %=0.0
O=S(=O)(c1ccc(S(=O)(=O)n2cnc3ccccc32)cc1)N1CCCCCC1	2	i	-19%	-2%	-6%	x	2%	2%	12
CCCN1Cc2cccc(C(=O)Nc3ccc(N4CCN(CC)CC4)cc3)c2C1=O	20	i	-7%	-1%	-7%	x	6%	-6%	3

5 entries already listed, ordered by molar mass, highest first.
SMILES	PMK inhibit	Spn DPM-DC inh	KRASV12 cytotoxicity	Bfl-1 displacement	HPDE-C7 cytotoxicity	LYP inhibition	Alkaline phosphatase	HT1080 viability	MK inhibit	others
COc1ccc(C2Nc3ccccc3C(=O)N2Cc2ccco2)cc1COc1ccc(NC(C)=O)cc1 (stereo not drawn)	1	x	1%	-6%	0%	0%	1%	-3%	0
CCCN1Cc2cccc(C(=O)Nc3ccc(N4CCN(CC)CC4)cc3)c2C1=O	20	i	-7%	-1%	-7%	x	6%	-6%	3
O=C(O)CCSc1nnc(-c2ccncc2)n1-c1ccccc1	0	i	-5%	8%	-15%	0%	8%	-6%	8
CCC1(C)OC(=O)N2CCc3c(C)[nH]c4c(C)ccc(c34)C21C (stereo not drawn)	0	i	-6%	10%	-5%	12%	4%	2%	0
COc1ccc2cc(C3(C)NC(=O)NC3=O)ccc2c1 (stereo not drawn)	11	i	-5%	-3%	-3%	17%	6%	-1%	14

A portion taken from the entries so far, for reference:
SMILES	PMK inhibit	Spn DPM-DC inh	KRASV12 cytotoxicity	Bfl-1 displacement	HPDE-C7 cytotoxicity	LYP inhibition	Alkaline phosphatase	HT1080 viability	MK inhibit	others
Cn1c2c(c(=O)n(C)c1=O)C(NC(=O)C(C)(C)C)(C(F)(F)F)C(=O)N2 (stereo not drawn)	8	i	-1%	-2%	2%	4%	8%	2%	6	PMK inhibit pilot replicates=0.0;MK inhibit pilot replicates=0.0;Spn DPM-DC inh pilot screen %=0.0
O=S(=O)(c1ccc(S(=O)(=O)n2cnc3ccccc32)cc1)N1CCCCCC1	2	i	-19%	-2%	-6%	x	2%	2%	12
CCCN1Cc2cccc(C(=O)Nc3ccc(N4CCN(CC)CC4)cc3)c2C1=O	20	i	-7%	-1%	-7%	x	6%	-6%	3

Of the compounds above, three contain a halogen:
SMILES	PMK inhibit	Spn DPM-DC inh	KRASV12 cytotoxicity	Bfl-1 displacement	HPDE-C7 cytotoxicity	LYP inhibition	Alkaline phosphatase	HT1080 viability	MK inhibit	others
Clc1ccc(Br)cc1-c1nc(-c2cccnc2)no1	12	i	-19%	3%	-10%	8%	5%	0%	14
NC(=O)c1sc(=S)n(-c2ccc(Br)cc2)c1N	7	i	5%	-1%	-4%	-6%	8%	1%	0
Cn1c2c(c(=O)n(C)c1=O)C(NC(=O)C(C)(C)C)(C(F)(F)F)C(=O)N2 (stereo not drawn)	8	i	-1%	-2%	2%	4%	8%	2%	6	PMK inhibit pilot replicates=0.0;MK inhibit pilot replicates=0.0;Spn DPM-DC inh pilot screen %=0.0

Following part:
SMILES	PMK inhibit	Spn DPM-DC inh	KRASV12 cytotoxicity	Bfl-1 displacement	HPDE-C7 cytotoxicity	LYP inhibition	Alkaline phosphatase	HT1080 viability	MK inhibit	others
O=C(c1cc2c(s1)CCCC2)N1CCN(C(=O)C2CCCO2)CC1 (stereo not drawn)	5	i	-5%	3%	-8%	x	5%	3%	1
CNC(=O)Cn1ncc2c(C)n(Cc3ccc(C)cc3)c(C)c2c1=O	34*	i	-2%	-15%	2%	2%	11%	-1%	0
COc1ccc(OC)c(Nc2cc(C)nc3ccccc23)c1	10	i	1%	-1%	-4%	-6%	13%	21%	8
CCN(CC)S(=O)(=O)c1ccc(NC(=O)c2ccc(NS(C)(=O)=O)cc2)cc1	7	i	-4%	-5%	-3%	6%	6%	3%	9
CCOC(=O)C1CCN(CC(=O)Nc2c(C(=O)OC)[nH]c3ccccc23)CC1	10	i	x	-7%	x	x	14%	-8%	16
CCS(=O)(=O)CCSc1nc2ccccc2o1	8	i	-14%	-1%	-9%	5%	4%	-3%	8
COc1ccc(C)cc1NC(=O)C1CC(=O)N(Cc2ccco2)C1 (stereo not drawn)	19	i	11%	-4%	4%	7%	3%	1%	0
O=C(Nc1nc(-c2ccncc2)cs1)c1ccco1	15	i	13%	5%	9%	x	11%	-4%	1
O=C(Oc1ccc2ccccc2c1)c1ccco1	4	i	2%	-5%	5%	10%	8%	0%	0
O=c1oc(-c2cc3ccccc3o2)nc2sc3c(c12)CCCC3	7	i	58%*	-8%	51%*	2%	9%	5%	8
CCOC(=O)C(C)Sc1nc(N)c(NC(=O)c2ccc(OC)c(OC)c2)c(=O)[nH]1 (stereo not drawn)	0	i	12%	2%	-3%	9%	8%	3%	3
O=C(CN1CCc2ccccc2C1)Nc1ccccc1N1CCCCCC1	0	i	62%*	3%	93%*	x	2%	-19%	37
COc1nc(C)ccc1-c1noc(-c2ccncc2)n1	0	i	-14%	2%	-9%	7%	13%	6%	0	PMK inhibit pilot replicates=1.5;MK inhibit pilot replicates=0.0;Spn DPM-DC inh pilot screen %=2.0
CCN(CC)S(=O)(=O)c1cccc(-c2nnc(SC(C)C#N)n2Cc2ccccc2)c1 (stereo not drawn)	17	i	-7%	-1%	-6%	8%	2%	-3%	11
CC1(C)Oc2ccc(C(=O)N3CCc4ccccc43)cc2N(CC(=O)N2CCCC2)C1=O	10	i	-5%	0%	2%	x	10%	-3%	3
Cc1nc2ccc(NC3=NCCCCC3)cc2s1	17	i	0%	5%	-1%	7%	9%	-5%	8
Cc1ccc(C2C(=O)N(C3CCC(C)CC3)CC(=O)N2C2CC2)cc1 (stereo not drawn)	16	i	-8%	-6%	-18%	7%	10%	2%	0
C(=N\n1cnnc1)/c1ccc(N2CCOCC2)s1	0	i	-2%	-2%	-7%	7%	5%	7%	3
O=C(CN1C(=O)c2ccccc2C1=O)N1CCN(c2ccccc2)CC1	2	i	-8%	-9%	-20%	6%	10%	-2%	3
CCOC(=O)CCC(=O)NCc1ccc2[nH]c(C)cc2c1	16	i	-14%	4%	-20%	x	13%	2%	4
COc1cc(C(=O)Nc2cnc(NC(=O)C(C)C)cc2C)cc(OC)c1OC	15	i	4%	2%	-3%	-12%	8%	-6%	5
Cc1nnc(SCC(=O)NCc2ccc3c(c2)OCO3)s1	4	i	4%	-9%	2%	21%	9%	2%	16	PMK inhibit pilot replicates=3.5;MK inhibit pilot replicates=0.0;Spn DPM-DC inh pilot screen %=2.0
CC1=C(C(=O)OCc2ccccc2)C(c2cccnc2)n2ncnc2N1 (stereo not drawn)	10	i	-7%	-3%	1%	x	6%	6%	x
CC(C)C(NC(=O)C1CCCCC1)C(=O)Nc1ccc2c(c1)OCCO2 (stereo not drawn)	6	i	x	-4%	x	5%	7%	2%	12
Cn1c(=O)c2c(nc(SCC(=O)Nc3ccccc3N3CCCCC3)n2C)n(C)c1=O	10	i	7%	-2%	3%	-4%	3%	-12%	13
O=C(CN1CCCC1)N1c2ccccc2Sc2ccccc21	0	i	-4%	1%	-14%	0%	11%	3%	8
CC1=NC(Nc2nc(C)c3ccccc3n2)=NC(C)(C)C1	5	i	12%	5%	1%	1%	2%	22%	0	PMK inhibit pilot replicates=0.5;MK inhibit pilot replicates=2.5;Spn DPM-DC inh pilot screen %=3.5
CCn1c(SCC(=O)Nc2nonc2C)nnc1-c1ccoc1C	10	i	-4%	1%	-21%	15%	2%	11%	15
CCOc1ccccc1OCCCC(=O)N1CCN(S(=O)(=O)c2ccc(C)cc2)CC1	18	i	-4%	-4%	-8%	13%	4%	2%	8
CCN(CC)c1ccc(C2C3CCCCC3(O)CCN2CC(=O)N2CCCCC2)cc1 (stereo not drawn)	12	i	-21%	0%	-20%	x	5%	-6%	8

Outcome played no part in choosing rows, and some 3.6% of all compounds hit somewhere here.
